# HSF1 inh: HSF1 inhibition | NIH3T3-HGL HSE-luciferase, MG132-induced, luminescence 8 h; active compounds read low | activity change, negative = inhibition, % at 7.5 µM (by protocol) | 300,000 tested, 0.77% active | AID 2098;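 active = more than half of replicate wells show activity change below -50%, luminescence cut by over half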;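 note: luciferase reports HSF-1 transcriptional activity via heat shock element; 0% = median of DMSO wells and -100% = zero luminescence signal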
# HSP90 refold inh: blocks HSP90-mediated luciferase refolding in reticulocyte lysate. Rabbit reticulocyte lysate, luciferase refolding luminescence, 3 h. inhibition, % at 5.6 µM. 290,000 tested, 0.91% active. AID 1789;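 active = inhibition above the screen-wide mean plus 3 SD, computed separately per campaign, cut at about 16% in these data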;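 note: 0% = DMSO wells and 100% = 60 µM geldanamycin wells; inhibitors lower the luminescence because luciferase stays unfolded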
# KLF5 inhibitor: kruppel-like factor 5 inhibition. DLD-1 KLF5 promoter-luciferase reporter, luminescence. inhibition, % at 5 µM. 290,000 tested, 0.23% active. AID 1700;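 active = inhibition above a per-plate limit of that plate's mean compound inhibition plus 3 SD, cut at about 60% in these data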;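 note: 0% = DMSO wells and 100% = LY294002 at 200 µM; higher means less KLF5 promoter-driven luciferase light; inactives centre near -14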
# PolyA inhibitor: yeast polyadenylation inhibition; S. cerevisiae SKY197-pL101 polyadenylation reporter, beta-gal luminescence; efflux-impaired pdr1/pdr3 knockout yeast; score 100 = 6 SD above DMSO; calls only at 12 µM; 300,000 tested, 0.02% active;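 active = lowest replicate activity score at least 50, where 100 means six control SD above control mean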;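 note: yeast exposed to compound for 9 h at 30 °C; higher score means more reporter readthrough which indicates perturbed polyadenylation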
# IEC-6 cytotox: kills IEC-6 intestinal cells in KLF5 counter-screen; IEC-6 cytotoxicity, luminescence viability; inhibition, % at 5 µM; 290,000 tested, 0.78% active; AID 1825; in the data active = inhibition above about 22%;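 note: 0% = plate median of test compound wells and 100% = cytotoxic reference compound wells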
# GSK3A inh: human GSK-3 alpha kinase inhibition. 320,000 tested, 0.1% active. ADP-Glo luminescence, 60 min. inhibition, % at 10 µM;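 in the data active = inhibition above about 50%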;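 note: GST-tagged GSK-3 alpha with peptide substrate and 25 µM ATP; 0% = DMSO neutral wells and 100% = GW8510 positive control wells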
# Target sequence (P49840 whole entry, looked up): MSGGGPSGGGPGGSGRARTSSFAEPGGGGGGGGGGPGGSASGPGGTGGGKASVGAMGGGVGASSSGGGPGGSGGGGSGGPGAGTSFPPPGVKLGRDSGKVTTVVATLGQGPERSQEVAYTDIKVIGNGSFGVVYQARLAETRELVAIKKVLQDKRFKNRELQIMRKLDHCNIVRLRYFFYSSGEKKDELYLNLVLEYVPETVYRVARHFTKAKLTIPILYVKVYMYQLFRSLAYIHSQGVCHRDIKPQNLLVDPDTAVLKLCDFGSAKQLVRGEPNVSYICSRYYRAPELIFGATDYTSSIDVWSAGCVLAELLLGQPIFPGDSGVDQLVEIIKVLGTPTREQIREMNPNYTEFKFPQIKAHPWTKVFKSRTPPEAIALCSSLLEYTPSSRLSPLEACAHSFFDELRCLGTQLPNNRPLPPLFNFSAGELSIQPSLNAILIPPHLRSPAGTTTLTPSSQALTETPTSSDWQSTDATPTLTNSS
# HSF1 activator: increases HSF-1 driven luciferase reporter signal | NIH3T3-HGL HSF-1 luciferase reporter, MG132, 8 h; 100% = twice DMSO control signal | activation, % at 9 µM | 300,000 tested, 1.7% active | AID 504408;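 active = mean replicate activation of at least 50% with a set share of replicates each reaching 50%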;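 note: 0% = median of the neutral control wells and 100% = twice that signal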
# aSyn 5UTR inh: MLPCN primary screen, SNCA 5' untranslated region; AID 1813; 300,000 tested, 0.82% active; alpha-synuclein 5'UTR reporter, inhibitor activity; inhibition, % (tested at 7.5 µM); in the data active = inhibition above about 60%;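 note: H4 neuroglioblastoma cells stably carrying SNCA 5'UTR luciferase fusion; 0% = DMSO wells and 100% = positive control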
# AI-2 QS mod: Vibrio harveyi AI-2 quorum sensing modulation | activity change, % at 7.5 µM | 300,000 tested, 0.4% active | Vibrio harveyi JMH597 AI-2 luminescence/OD600 ratio, 9 h; active compounds read low; strain lacks LuxN and CqsS sensors; 0 = neutral-control median; in the data active = activity change below about -75%, passing the limit was not always enough;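 note: luminescence divided by OD600 gain over 9 h not by final OD600 alone; inactives centre near 13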
# GSK3B inh: blocks human GSK3beta kinase activity. P49841. GST-GSK3beta kinase, ADP-Glo luminescence, 60 min; active compounds read low. activity score (negative = inhibition), % at 10 µM. 300,000 tested, 0.038% active. AID 2097;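 active = more than half of replicate wells score below -50%, meaning over 50% inhibition versus plate controls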;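 note: 0% = median DMSO wells and -100% = median GW8510 positive control wells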
# Target sequence (P49841 whole entry, looked up): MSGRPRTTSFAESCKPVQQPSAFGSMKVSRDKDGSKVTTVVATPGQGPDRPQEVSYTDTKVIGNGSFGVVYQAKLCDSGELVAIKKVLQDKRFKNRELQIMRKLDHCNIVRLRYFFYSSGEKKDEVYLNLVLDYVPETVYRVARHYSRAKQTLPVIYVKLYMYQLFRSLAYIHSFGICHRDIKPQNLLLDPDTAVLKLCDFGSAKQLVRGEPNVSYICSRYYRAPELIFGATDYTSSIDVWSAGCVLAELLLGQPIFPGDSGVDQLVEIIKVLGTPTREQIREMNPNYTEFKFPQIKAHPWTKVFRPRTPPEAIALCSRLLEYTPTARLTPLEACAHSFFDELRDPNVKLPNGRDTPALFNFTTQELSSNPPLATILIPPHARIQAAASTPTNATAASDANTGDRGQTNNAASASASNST
#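 Test system: GST-tagged human GSK3beta kinase, cell-free; evaluation: activity score scaled between in-plate DMSO and GW8510 controls; measured by: ADP-Glo luminescence; incubation: 60 min reaction, RT; benchmarks: DMSO and 20 µM GW8510; reagent: peptide substrate plus 25 µM ATP (final); medium: Tris/MgCl2 kinase buffer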
# Active calls of the source: *; i = inactive; x = not tested or not shown. Not all compounds are listed; count on the stated rates, not on these rows.
# The line under a structure holds: GSK3B inh	aSyn 5UTR inh	KLF5 inhibitor	HSF1 activator	HSF1 inh	IEC-6 cytotox	GSK3A inh	HSP90 refold inh	AI-2 QS mod	PolyA inhibitor
CC1CCN(CC(O)COCCOc2ccc(Br)cc2)CC1 (centres undefined)
    3	-22	-9	10	-4	-2	-2	-2	2	i
CN(C)CCCNC(=O)c1cc(C(=O)c2ccc(F)cc2)c[nH]1
    2	22	1	-29	-3	0	4	-2	23	i
CCc1ccc(S(=O)(=O)Nc2ccccn2)cc1
    x	5	-38	16	-7	5	2	1	x	i
Cc1ccccc1C1CCCN(C(=O)c2cc(COc3c(F)cccc3F)on2)C1 (centres undefined)
    1	5	6	3	0	5	-1	3	9	i
COc1cc(CSc2nc(-c3ccccc3)cc(=O)[nH]2)cc(OC)c1
    1	12	-4	-4	-6	3	-1	-2	13	i
Cc1ccc(C(CC(=O)O)Nc2nc(N3CCCCC3)nc(N3CCCCC3)n2)cc1 (centres undefined)
    3	-13	11	-10	1	2	-4	-2	9	i
COc1ccc(CC(=O)NCc2nnc(SCc3ccc([N+](=O)[O-])cc3)n2C)cc1
    3	23	-5	-7	1	4	0	3	20	x
CCOc1ccccc1N1CCN(CC(=O)Nc2ncc(C)s2)CC1
    -6	-5	-24	1	-5	3	10	-2	21	i
Cc1ccc(/C=C2/SC(=O)N(CC(=O)N3CCOCC3)C2=O)s1
    1	17	-11	4	-2	4	-3	1	9	i
CCOc1ccccc1NC(=O)C1CCCCN1S(=O)(=O)c1ccc(F)cc1 (centres undefined)
    1	7	-21	7	2	-1	-2	4	19	i
COc1ccc([C@@H]2[C@H]3CN(C(C)=O)CC=C3C(C#N)=C(N)C2(C#N)C#N)c2ccccc12
    3	18	4	21	5	2	x	4	33	i
CCCOC(=O)CCn1c(=S)oc2ccccc21
    -1	24	-25	-14	0	-6	-3	1	-12	i
COc1ccc(/C=N/NC(=O)C(C)n2cnc3ccccc3c2=O)cc1OC (centres undefined)
    2	2	13	6	7	2	-1	1	37	i
Cn1ccsc1=NC(=O)c1ccc(OC(F)(F)F)cc1
    -5	-77	-135	22	11	2	-2	-5	21	i
Cn1ncc(Cl)c1C(=O)Nc1ccc(CN2CCCCC2)cc1
    -2	-22	-9	-15	-1	3	1	1	6	i
Cc1c(=O)n(OCc2ccccc2)c2ccccc2[n+]1[O-]
    2	16	-40	0	-1	4	-4	-1	12	i
Cc1cc(N2C(=O)C(O)=C(C(=O)c3ccc(C)o3)C2c2ccc(OCc3ccccc3)cc2)no1 (centres undefined)
    -1	-29	-10	8	9	-1	x	3	30	i
COc1cc(OC)cc(C(=O)NCc2ccc3c(c2)OCO3)c1
    1	0	-26	-15	-5	4	0	5	-2	i
Cc1ccc(CN(C(=O)c2ccc([N+](=O)[O-])cc2)C2CCS(=O)(=O)C2)o1 (centres undefined)
    -1	-12	7	34	7	6	x	-1	18	i
COc1ccc(N=C2S/C(=C\c3ccc(C)s3)C(=O)N2CC(C)C)cc1
    1	17	-22	-5	-11	12	-1	0	7	i
Cc1cc2c(cc1S(=O)(=O)N1CCN(c3ccccc3)CC1)OCC(=O)N2
    -23	-2	-29	-11	-4	-7	-1	0	16	i
CCC(=O)Nc1ccc(-c2nnc(SCc3ccc(C(=O)Nc4nccs4)cc3)n2CC)cc1
    3	-43	-15	0	9	-5	-1	0	30	i
Nc1cc(N2CCCCCC2)c2nonc2c1[N+](=O)[O-]
    1	11	-32	1	-9	6	-1	0	0	i
Cc1ccc(-c2cnc(SCC(=O)N3CCCc4ccccc43)n2C)cc1
    x	x	-23	x	x	-2	-2	8	x	x
O=C(NCc1ccco1)C(c1cccnc1)N(C(=O)Cn1nnc2ccccc21)c1ccc(F)cc1 (centres undefined)
    0	-30	2	2	6	-2	0	3	11	i
CC(C)=C1C2CCC1C1C(=O)N(c3ccc(C)c(C)c3)C(=O)C21 (centres undefined)
    3	15	-8	-78	-71*	6	-3	7	16	i
Cn1c(=O)c2c(nc(Oc3ccc(-c4ccccc4)cc3)n2C)n(C)c1=O
    1	14	-2	-6	-13	0	-2	-3	12	i
Cc1cccc(NC(=O)NNC(=O)c2cc(-c3ccccc3Cl)nc3ccccc23)c1
    -3	26	-16	11	0	-1	0	4	0	i
CCOc1ccc(N2C(=O)CC(Cc3cc(C)cc(C)c3)C2=O)cc1 (centres undefined)
    -4	3	-18	6	2	2	1	5	25	i
CCCN(CC(=O)Nc1ccccc1C)C(=O)CCl
    x	-10	-9	1	-4	4	x	-3	x	i
CCOc1ccc(N(CC(=O)NC2CCCCC2)C(=O)CNC(=O)c2cccs2)cc1
    0	13	10	-9	-4	-3	0	-1	10	i
CN(CCC#N)C(=O)COC(=O)c1ccc(Cl)c(S(=O)(=O)N(C)c2ccccc2)c1
    3	-1	-11	16	10	4	-5	0	-2	i
COc1ccc(CN(C)CC(=O)c2c(N)n(Cc3ccccc3)c(=O)n(C)c2=O)c(OC)c1
    -3	31	-16	35	-3	3	1	3	23	i
O=[N+]([O-])c1cc([N+](=O)[O-])c2cc(-c3cccnc3)[nH]c2c1
    -1	1	x	11	1	x	0	x	14	i
CNS(=O)(=O)c1cc(NC(C)=O)c(C)cc1C
    -1	-19	-21	-1	-2	-4	0	2	23	i
COc1ccc(C(=O)c2ccc(OC)c(OC)c2)cc1
    0	-9	-30	11	4	4	-3	1	24	i
O=C(CN1C(=O)C2CC=CCC2C1=O)Nc1nnc(SCc2ccc(F)cc2)s1 (centres undefined)
    6	-8	-1	2	-1	-1	-4	-1	-21	i
O=C(NCC1OCCCN1S(=O)(=O)c1cc(F)ccc1F)C(=O)NC1CCCC1 (centres undefined)
    -2	-4	-41	-6	-2	-6	-1	-2	23	i
CCS(=O)(=O)c1ccc2oc(SCC(=O)NCCc3ccccc3)nc2c1
    -2	0	6	14	-3	-1	2	-1	16	i
Cc1[nH]c2ccccc2c1CCC(N)=O
    -4	31	-7	-4	-4	-14	-2	0	37	i

# One compound at a time, from the list above. Order of values: GSK3B inh	aSyn 5UTR inh	KLF5 inhibitor	HSF1 activator	HSF1 inh	IEC-6 cytotox	GSK3A inh	HSP90 refold inh	AI-2 QS mod	PolyA inhibitor
# Profile of O=[N+]([O-])c1cc([N+](=O)[O-])c2cc(-c3cccnc3)[nH]c2c1 : -1	1	x	11	1	x	0	x	14	i
# Profile of CCC(=O)Nc1ccc(-c2nnc(SCc3ccc(C(=O)Nc4nccs4)cc3)n2CC)cc1 : 3	-43	-15	0	9	-5	-1	0	30	i
# Profile of CCS(=O)(=O)c1ccc2oc(SCC(=O)NCCc3ccccc3)nc2c1 : -2	0	6	14	-3	-1	2	-1	16	i
# Profile of Nc1cc(N2CCCCCC2)c2nonc2c1[N+](=O)[O-] : 1	11	-32	1	-9	6	-1	0	0	i

# New compounds follow.
# The line under a structure holds: GSK3B inh	aSyn 5UTR inh	KLF5 inhibitor	HSF1 activator	HSF1 inh	IEC-6 cytotox	GSK3A inh	HSP90 refold inh	AI-2 QS mod	PolyA inhibitor
CCN(C(=O)COC(=O)c1c(C)nn(-c2ccccc2)c1C)C1CCS(=O)(=O)C1 (centres undefined)
    1	-53	-55	16	-1	-9	-1	0	6	i
O=C(COc1cccnc1[N+](=O)[O-])Nc1cccc(S(=O)(=O)N2CCCCC2)c1
    0	-37	1	8	-1	-2	0	-3	9	i
Cc1ccc(NC(=S)NCC2CCCO2)c(OC(F)F)c1 (centres undefined)
    -18	-22	-18	3	2	-6	0	5	4	i
CCN(CC)CCOc1cc2c(nn1)Oc1ccccc1N2C
    0	-8	-32	-3	3	-3	2	-3	21	i
Cc1cc([N+](=O)[O-])nn1CCCC(=O)Nc1cc(Oc2ccc(F)cc2)cc([N+](=O)[O-])c1
    0	27	-10	1	5	-1	-3	-1	13	i
COC(=O)C1=C(N)Oc2cc(C)[nH]c(=O)c2C1c1ccncc1 (centres undefined)
    0	3	9	-10	2	4	-2	5	17	i
COc1cc2c(cc1OC)CN(CCC(C)c1ccc(Cl)cc1)CC2 (centres undefined)
    1	24	x	-4	1	x	2	x	16	i
COc1ccc(OC)c(S(=O)(=O)Nc2cc3c4c(c2)CCN4C(=O)CC3)c1
    5	13	x	9	0	x	-4	x	12	i
COc1ccc(C(=O)Nc2nnc(-c3ccco3)s2)cc1
    -3	56	-126	-12	4	-10	1	12	28	i
CC(=O)c1cc2c(=O)c3ccccc3oc2nc1C
    4	-116	-49	4	5	-2	0	1	17	i
COc1ccc(OC)c(C2c3[nH]c4ccccc4c3C[C@H]3C(=O)N(C4CC4)CC(=O)N23)c1 (some centres undefined)
    3	38	2	4	-3	-4	-1	1	24	i
CSc1ccc(/C=N/N2CCN(C)CC2)cc1
    -5	-95	-29	24	9	-10	-1	-1	12	i
CCn1cc(C(=O)NCCCOC(C)C)c(=O)c2cc(S(=O)(=O)N3CCOCC3)ccc21
    1	-27	-24	-4	-6	2	-1	-1	2	i
Fc1cccc2sc(Nc3nc4cc5c(cc4s3)OCCO5)nc12
    3	-78	-8	-39	-26	-4	0	9	5	i
COc1cccc(-c2csc(N3CCN(C(=O)Nc4ccccc4Cl)CC3)n2)c1
    0	-25	-42	6	3	2	-1	-3	14	i
Cc1ccccc1Cn1c(CN2CCN(C(=O)c3ccco3)CC2)nc2c1c(=O)n(C)c(=O)n2C
    2	9	x	-14	-3	x	0	x	-9	i

# Compounds from the list above that contain a nitro group on carbon:
# The line under a structure holds: GSK3B inh	aSyn 5UTR inh	KLF5 inhibitor	HSF1 activator	HSF1 inh	IEC-6 cytotox	GSK3A inh	HSP90 refold inh	AI-2 QS mod	PolyA inhibitor
COc1ccc(CC(=O)NCc2nnc(SCc3ccc([N+](=O)[O-])cc3)n2C)cc1
    3	23	-5	-7	1	4	0	3	20	x
Cc1ccc(CN(C(=O)c2ccc([N+](=O)[O-])cc2)C2CCS(=O)(=O)C2)o1 (centres undefined)
    -1	-12	7	34	7	6	x	-1	18	i
Nc1cc(N2CCCCCC2)c2nonc2c1[N+](=O)[O-]
    1	11	-32	1	-9	6	-1	0	0	i
O=[N+]([O-])c1cc([N+](=O)[O-])c2cc(-c3cccnc3)[nH]c2c1
    -1	1	x	11	1	x	0	x	14	i
O=C(COc1cccnc1[N+](=O)[O-])Nc1cccc(S(=O)(=O)N2CCCCC2)c1
    0	-37	1	8	-1	-2	0	-3	9	i
Cc1cc([N+](=O)[O-])nn1CCCC(=O)Nc1cc(Oc2ccc(F)cc2)cc([N+](=O)[O-])c1
    0	27	-10	1	5	-1	-3	-1	13	i
